FXIa inh mix – factor XIa (human) inhibition, mixture screen | hit rate 0.19% among 62,000 | P03951 | inhibition, % at 5 µM | purified FXIa, fluorogenic substrate, pooled mixtures;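 also: each value is inhibition by a whole ten-compound pool holding the compound; 0% = enzyme with no mixture and 100% = wells lacking enzyme; strong numbers were not always called active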
JNK3 blocker – JNK3 (human) kinase inhibition | P53779 | inhibition, % at 8 µM | purified JNK3 kinase activity, HTS | hit rate 0.61% among 60,000; in the data active = inhibition above about 17%;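 also: 0% = DMSO and 100% = reference inhibitor; many of its hits are not listed in these tables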
PKA kinase inh – PKA (human) kinase inhibition | inhibition, % at 6 µM | PKA Kemptide phosphorylation, Kinase-Glo ATP luminescence | hit rate 0.1% among 65,000;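 active = inhibition above the screen-wide mean inhibition plus 3 SD, cut at about 21% in these data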; also: many of its hits are not listed in these tables
C1s inh – human complement C1s inhibition; mean inhibition % of two 10-compound mixtures (hits give high values), % at 5 µM (by protocol); purified C1s, fluorogenic AMC substrate, pooled mixtures; hit rate 0.16% among 62,000; P09871;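 active = inhibition above 20% in each of the two 10-compound mixture wells holding the compound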;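 also: 0% = enzyme wells lacking compound mixture and 100% = no-enzyme blank wells; some compounds called inactive have numbers as strong as hits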
Target sequence (P09871 16-437 limits assumed): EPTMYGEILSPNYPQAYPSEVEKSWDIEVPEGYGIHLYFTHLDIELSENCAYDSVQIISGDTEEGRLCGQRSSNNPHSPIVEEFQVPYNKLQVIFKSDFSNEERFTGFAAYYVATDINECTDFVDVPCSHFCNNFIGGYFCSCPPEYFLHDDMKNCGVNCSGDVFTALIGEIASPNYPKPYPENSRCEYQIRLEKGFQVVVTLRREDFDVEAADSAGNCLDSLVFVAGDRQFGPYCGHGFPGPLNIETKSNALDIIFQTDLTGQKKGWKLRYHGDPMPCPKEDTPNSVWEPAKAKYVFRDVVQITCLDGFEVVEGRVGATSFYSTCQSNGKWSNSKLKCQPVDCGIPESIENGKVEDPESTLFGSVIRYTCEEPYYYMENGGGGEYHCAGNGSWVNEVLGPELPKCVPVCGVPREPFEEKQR
Target sequence (P09871 438-688 limits assumed): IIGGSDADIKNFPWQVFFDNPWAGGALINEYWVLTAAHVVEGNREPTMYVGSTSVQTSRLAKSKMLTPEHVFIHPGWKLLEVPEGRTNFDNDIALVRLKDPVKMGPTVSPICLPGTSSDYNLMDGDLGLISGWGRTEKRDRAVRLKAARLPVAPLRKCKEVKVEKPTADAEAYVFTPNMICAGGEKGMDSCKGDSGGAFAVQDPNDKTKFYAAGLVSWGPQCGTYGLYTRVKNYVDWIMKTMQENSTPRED
FXIIa inh mix – inhibitors of human coagulation factor XIIa, pooled mixtures; P00748; purified FXIIa, fluorogenic substrate; inhibition, % at 5 µM; hit rate 0.2% among 62,000;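 also: 0% = enzyme without compound and 100% = no enzyme blank; some results filed as inactive read as strong as hits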
CatL block – inhibitors of human cathepsin L; purified cathepsin L, fluorogenic substrate, fluorescence; inhibition, %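 (tested at 10 µM)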; hit rate 0.17% among 58,000; in the data active = inhibition above about 45%;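 also: 0% = enzyme with no compound and 100% = no enzyme blank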
ROCK2 blocker – ROCK2 (human) kinase inhibition; purified ROCK2, Kinase-Glo ATP depletion luminescence; inhibition, % at 6 µM; hit rate 0.35% among 60,000; AID 604;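 active = inhibition above the screen-wide mean inhibition plus 3 SD, cut at about 18% in these data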;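 also: plate controls were DMSO wells for no effect and Y-27632 control wells after no-enzyme background subtraction for full effect; many of its hits are not listed in these tables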
Cathepsin G inh – blocks human cathepsin G enzyme activity; hit rate 0.2% among 62,000; purified enzyme, AMC-tetrapeptide fluorescence, pooled mixtures; inhibition, % at 5 µM (by protocol);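 active = inhibition above 20% in each of the two mixture wells holding the compound; inactive = inhibition of 20% or less in either well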;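 also: 0% = enzyme control without mixture and 100% = blank lacking enzyme; strong numbers were not always called active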
Target sequence (P08311 21-244 limits assumed): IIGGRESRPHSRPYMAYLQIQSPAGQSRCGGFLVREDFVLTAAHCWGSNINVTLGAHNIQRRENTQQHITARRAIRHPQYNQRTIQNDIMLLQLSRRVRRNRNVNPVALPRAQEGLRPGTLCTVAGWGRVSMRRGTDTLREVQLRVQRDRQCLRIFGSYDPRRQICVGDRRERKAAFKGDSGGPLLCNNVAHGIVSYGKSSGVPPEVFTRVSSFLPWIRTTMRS
CatS inh – blocks human cathepsin S protease activity | hit rate 0.06% among 62,000 | recombinant cathepsin S, AMC dipeptide fluorescence, pooled mixtures | inhibition, %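 (tested at 5 µM per compound within 10-compound mixtures)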; in the data active = inhibition above about 32%, passing the limit was not always enough; inconclusive = no clear call, values can overlap the other calls;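 also: 0% = enzyme without compound and 100% = blank without enzyme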
* = called active by the depositor; ? = inconclusive; / = not tested or not shown. Rule as the data show it, unless noted: active = inhibition above about 20% (passing the limit was not always enough); inactive = the rest.

SMILES	FXIa inh mix	JNK3 blocker	PKA kinase inh	C1s inh	FXIIa inh mix	CatL block	ROCK2 blocker	Cathepsin G inh	CatS inh
COc1ccc(N=C2SC(CC(=O)Nc3ccc(OC)cc3OC)C(=O)N2C)cc1 (centres undefined)	1	-8	11	-4	3	-7	6	-7	-2
CCn1nc(CC(=O)Nc2nnc(CC(=O)N3CCCC3)s2)c2ccccc2c1=O	9	/	-2	2	9	-1	/	-1	-1
O=C(CCN1CCCCC1)Nn1c(=S)[nH]c2ccccc2c1=O	4	-2	2	10	-4	-5	-7	10	-1
O=C(NCc1cccnc1)C1CCN(S(=O)(=O)N2CCC3(CC2)OCCO3)CC1	4	1	1	4	11	/	0	13	6
CCOC(=O)C1=C(C)NC(=O)NC1c1ccc(OC(=O)c2ccco2)c(OC)c1 (centres undefined)	5	3	8	10	7	6	4	9	-15
CCS(=O)(=O)N1CCC(C(=O)NCCc2ccc(OC)c(OC)c2)CC1	-1	-4	8	4	12	1	0	4	5
C(=N\c1nc2ccccc2n1CCN1CCCCC1)/c1ccc2c(c1)OCO2	8	-1	7	0	1	5	8	0	5
c1ccc2c(c1)oc1c(N3CCOCC3)ncnc12	-9	-2	-10	-89	-3	9	6	-1	-15
COc1cc(C2CC(C(F)(F)F)n3ncc(C(=O)O)c3N2)cc(OC)c1OC (centres undefined)	/	-4	3	/	/	20	-5	/	/
CCc1ccc(NS(=O)(=O)c2ccc3[nH]cc(C(=O)N4CCCCC4)c(=O)c3c2)cc1	12	-2	-4	10	7	4	-3	10	21
COCCCNC(CC(=O)Nc1ccc(N(C)C)cc1)C(=O)O (centres undefined)	2	-5	4	-83	11	10	2	-10	-10
Cc1ccc(CCNC(=O)C2CCCN(S(=O)(=O)c3cccc4nsnc34)C2)cc1 (centres undefined)	2	4	10	9	6	13	4	5	12
CC(=O)Nc1ccc(NC(=O)C2CC(=O)N(c3cccc(C)c3C)C2)cc1 (centres undefined)	-3	-1	4	3	3	1	4	17	9
COc1cc(C2NC(=O)NC(C)=C2C(=O)OC2CCCC(C)C2)ccc1O (centres undefined)	7	36*	3	-13	0	-9	-1	-12	-5
COCCn1c(SCC(=O)c2ccc(Cl)cc2)nnc1C(C)C	3	9	-2	-18	1	-12	4	-3	-3
O=C(Nc1ccc2c(c1)OCO2)c1c(F)c(F)c(F)c(F)c1F	6	-1	8	-6	8	-10	8	8	-10
Cc1c(C(=O)NCc2ccc3c(c2)OCO3)oc2ccc(S(=O)(=O)N3CCCCC3)cc12	3	0	9	-35	3	8	6	-5	-1
C1=CC2CC1CC2CN1CCN(c2ccccc2)CC1 (centres undefined)	0	-5	-4	-1	-5	2	-3	-2	-3
Cn1cc(C(=O)N2CCN(C(=O)c3ccco3)CC2)c2c3ccccc3n(C)c2c1=O	1	0	6	-56	10	-9	9	-2	-3
COc1c(Cl)cc(Cl)cc1/C=N/n1cnnc1	-1	-2	4	-21	3	/	-1	5	-4
COc1ccc(NC(=O)CCNC(C)=O)cc1NS(=O)(=O)c1ccc(F)cc1	6	3	4	2	2	3	0	1	3
CC(=O)Nc1cnn(Cc2ccc(Br)cc2)c1	-2	0	12	-23	7	4	3	4	-4
CC1CCN(S(=O)(=O)c2ccc3[nH]c(=O)cc(C(=O)O)c3c2)CC1	-7	/	-3	-22	17	4	/	-3	13
COC(=O)CC1=C(C(=O)OC)C(c2cccs2)C(C#N)=C(N)O1 (centres undefined)	0	2	13	-1	5	1	-3	-1	-5
COc1ccc(Cl)cc1S(=O)(=O)N1CCN(C)CC1	-10	-3	-9	-29	5	3	-1	-9	12
Brc1cccc(-c2nnc(SCc3ccon3)n2-c2ccccc2)c1	4	3	0	-40	7	-3	2	-12	-3
COC(=O)c1c(C(=O)OC)n(CCCN)c2ccc(C)cc12	-4	/	3	-18	5	-8	/	1	47
O=C(Nc1nccs1)c1ccc2nccnc2c1	1	16	12	0	3	0	4	-1	-6
CC(=O)OC1=C(C#N)Cn2ccc3cccc1c32	11	-5	3	7	-6	-23	-1	10	10
O=c1cc(-c2ccccc2)c2c([nH]1)CCCC2	4	10	2	-9	5	14	-6	-8	19
Cc1cccc(C)c1OCCOCCN1CCN(C)CC1	1	5	0	-16	0	7	2	6	5
COc1ccc(C(=O)/C=C/Nc2cccc(C)n2)cc1OC	1	7	3	-3	8	3	5	7	5
CCOc1ccc(-n2c(COc3ccc(C)cc3)nnc2SCC(N)=O)cc1	5	-8	-5	-1	4	-3	-9	-7	-4
CC(C)OC(=O)CC(=O)CSc1nc2c(cc1C#N)CCCC2	1	-2	16	2	5	13	3	7	-2
CCN(c1ccccc1)c1cc(C)nc2nc(C)nn12	1	0	8	-41	0	/	4	-9	-3
Cn1c(=O)c2c(nc(SCC(=O)NCc3ccco3)n2C)n(C)c1=O	-2	-4	-6	-12	11	8	1	6	-2
CCOc1ccccc1CN1CCN(S(=O)(=O)CC)CC1	9	3	-9	-2	19	-3	-2	5	14
O=C(O)Cc1cc(I)c(Oc2ccc(O)c(I)c2)c(I)c1	3	2	-7	-44	11	16	-5	-12	13
COCCOC(=O)C1=C(C)NC(=O)NC1c1ccc(OC(=O)c2ccco2)c(OC)c1 (centres undefined)	13	-3	-8	-4	12	16	0	-3	5
CCCC(=O)C1C(=O)CC(C)(C)C(c2cc(C)no2)C1=O (centres undefined)	-3	-2	4	-43	6	/	6	-7	2

Single values from above.
Under CatL block, COC(=O)CC1=C(C(=O)OC)C(c2cccs2)C(C#N)=C(N)O1 (centres undefined) has 1
Under FXIa inh mix, Cn1c(=O)c2c(nc(SCC(=O)NCc3ccco3)n2C)n(C)c1=O has -2
Under JNK3 blocker, Cc1cccc(C)c1OCCOCCN1CCN(C)CC1 has 5
Under Cathepsin G inh, O=C(O)Cc1cc(I)c(Oc2ccc(O)c(I)c2)c(I)c1 has -12

(cont.)
SMILES	FXIa inh mix	JNK3 blocker	PKA kinase inh	C1s inh	FXIIa inh mix	CatL block	ROCK2 blocker	Cathepsin G inh	CatS inh
CCOc1ccc(Nc2cc(=O)n(C)c(=O)n2C)cc1	-1	-8	8	3	5	/	6	7	1
C=CCN1C(=O)C(O)(CC(=O)c2ccc(OC)cc2OC)c2cc(Br)ccc21 (centres undefined)	4	-1	4	-68	5	14	7	1	-28
COc1cc(OC)c(C2CC(=O)N3CN(c4ccccc4C)CSC3=C2C#N)cc1OC (centres undefined)	-1	7	-6	-18	4	-3	8	0	-3
CC(=O)N1CCN(c2ccc(NCc3ccccc3)cc2)CC1	1	-15	9	-2	12	14	5	-3	2
COc1ccc(Cc2nnc(NC(=O)c3c(-c4ccccc4)noc3C)s2)cc1	-10	4	4	12	-18	5	3	11	6
CCn1c(N2CCN(S(=O)(=O)c3ccccc3C(F)(F)F)CC2)nc2ccccc21	6	-6	-4	-10	2	18	-4	3	17
CS(=O)(=O)c1nc(-c2ccccc2)cc(C(F)(F)F)n1	1	/	-2	-2	4	-6	/	-3	-4
Cc1nc(NCCCn2ccnc2)c2ccccc2n1	3	-2	3	0	5	22	0	3	4
CCOC(=O)CC(=O)CSc1nc2c(sc(=S)n2-c2ccccc2)c(=O)[nH]1	6	/	3	-12	6	4	/	2	-3
Cc1cccc(OCC(O)Cn2c(=N)n(CCN3CCCCC3)c3ccccc32)c1 (centres undefined)	1	0	8	-6	-11	16	4	0	2
COc1ccc2nc(N3CCCC3)[nH]c2c1	5	0	-1	2	2	-3	-2	2	4
Cc1nnc(SCC(=O)Nc2ccc(Oc3ccccc3)cc2)n1N	1	5	7	-22	18	-8	6	7	-5
CCCc1nc(N)c(C#N)c(-c2cccnc2)c1CC	3	-6	1	-40	5	7	-9	-12	4
Cc1ccc(CC2C(=O)N(c3ncccn3)C(=O)C2C)cc1 (centres undefined)	4	8	13	9	14	-3	4	30	-2
OCCN1CCN(c2ncnc3ccc(Br)cc23)CC1	4	6	9	-34	-18	17	1	-6	15
Cc1nc2ncnn2c(N2CCC(C(=O)NC3CCCC3)CC2)c1Cc1ccccc1	-5	1	5	-8	5	5	-9	2	14
CCOC(=O)c1cc(C)n(S(=O)(=O)c2ccc(C)cc2)c1C	11	3	6	-27	3	6	5	-3	3
Cc1ccc(S(=O)(=O)Nc2ccc(Br)cc2/C=N/n2cnnc2)cc1	1	-12	8	-8	3	6	0	6	-1
Cn1c(CC2C(=O)Nc3ccc(Br)cc32)nc2ccccc2c1=O (centres undefined)	12	-2	1	-3	14	9	2	0	21
COC(=O)CSc1nc(C(C)C)nc2ccccc12	1	16	10	-3	-2	5	2	8	-6

Reformatted as a markdown table: entries from further up.
| molecule | FXIa inh mix | JNK3 blocker | PKA kinase inh | C1s inh | FXIIa inh mix | CatL block | ROCK2 blocker | Cathepsin G inh | CatS inh |
| --- | --- | --- | --- | --- | --- | --- | --- | --- | --- |
| COc1ccc2nc(N3CCCC3)[nH]c2c1 | 5 | 0 | -1 | 2 | 2 | -3 | -2 | 2 | 4 |
| Cc1nnc(SCC(=O)Nc2ccc(Oc3ccccc3)cc2)n1N | 1 | 5 | 7 | -22 | 18 | -8 | 6 | 7 | -5 |
| CCCc1nc(N)c(C#N)c(-c2cccnc2)c1CC | 3 | -6 | 1 | -40 | 5 | 7 | -9 | -12 | 4 |

Remaining list, next part:
SMILES	FXIa inh mix	JNK3 blocker	PKA kinase inh	C1s inh	FXIIa inh mix	CatL block	ROCK2 blocker	Cathepsin G inh	CatS inh
CC(C)C(NC(=O)C1CCCCC1)C(=O)Nc1ccncc1 (centres undefined)	6	-1	14	13	-13	4	76*	10	2
COCCNC(=O)CN1c2ccccc2CC1C (centres undefined)	5	0	5	13	5	16	3	7	4
CCOc1ccc(CNC(=O)C2CCC(=O)N2C2CCCC2)cc1OC (centres undefined)	7	3	10	40	6	3	4	8	11
O=C(Nc1c2c(nn1-c1ccc(F)cc1)CS(=O)(=O)C2)C12CC3CC(CC(C3)C1)C2	-3	/	7	-17	12	7	/	-3	1
Cc1cc(=O)[nH]c(Cc2ccc(OC(C)C)cc2)n1	6	-3	-2	1	19	-5	2	-1	-5
O=C(OCCn1cncn1)c1cc2ccccc2oc1=O	10	-1	-2	-27	3	8	0	-4	7
COC(=O)COc1cc(C)cc2oc(=O)c(CC(=O)OC)c(C)c12	3	2	5	-8	7	-6	4	4	5
COc1ccccc1N1CCN(CCCC(=O)c2ccc(F)cc2)CC1	11	-6	-2	18	-3	/	-3	10	-4
c1ccc(CCc2ccccc2-c2nc(-c3ccccn3)no2)cc1	12	-6	3	-12	-2	7	-4	0	16
Cn1c(=O)[nH]c(=O)c2c1ncn2CCN1CCOCC1	4	-4	0	-7	5	10	3	0	-4
O=C(CC1(C(F)(F)F)OCCO1)Nc1ccc2c(c1)OCO2	7	-1	8	2	4	-1	0	-3	-4
O=C(Nc1cccc2c1C(=O)NC2=O)c1ccc(S(=O)(=O)N2CCCC2)cc1	2	5	9	2	3	/	6	7	-12
O=c1ccnc(S/C=C/c2ccccc2)[nH]1	-3	-4	7	-46	3	-3	-2	-7	1
OC1CCCN(Cc2cccc3ccccc23)C1 (centres undefined)	-1	11	10	-3	6	/	3	8	-9
CCOC(=O)N1CCC(NC(=O)C2CCCN(C(=O)c3cc4sccc4n3C)C2)CC1 (centres undefined)	3	3	11	4	-19	11	-5	10	7
O=C(CN1C(=O)COc2ccccc21)NCCCN1CCN(Cc2ccccc2)CC1	-1	7	3	-13	2	-2	1	-3	?
CCCN1CCCc2cc(CN)ccc21	2	-20	2	13	5	-3	8	10	2
COc1nc(OCCNC(=O)Nc2ccccc2)nc(N(C)C)n1	-1	-1	6	2	6	22	4	8	-10
O=C(Nc1cccnc1)Nc1ccc2c(c1)OCO2	13	7	3	13	13	17	-3	9	13
O=C(CSc1nnc2ccccn12)NC(=O)NC1CCCCC1	6	-6	9	0	-3	-5	3	1	-5
O=C(c1ccc2ccccc2c1)N1CCN(c2ccc(O)cc2)CC1	6	-2	7	-4	5	1	0	-2	13
CSc1nc2c(c(=O)n1-c1ccc(C)cc1)SCC2	5	/	5	18	1	6	/	10	12
CCCC(c1nnnn1Cc1ccco1)N1CCN(c2cc(Cl)ccc2C)CC1 (centres undefined)	3	-3	-2	-6	32	-3	7	2	-2
O=C(COc1ccc(CO)cc1)Nc1ccc(F)cc1	8	11	0	6	2	24	2	4	10
